CHRM5 agonist: CHRM5 agonism in calcium assay | P08912 | CHO-K1 hM5 cells, Fluo-8 calcium fluorescence; 0% DMSO wells, 100% maximal acetylcholine response | activation, % at 3 µM | 360,000 tested, 0.19% active;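 active = activation above the run's mean over test compounds plus 3 SD, cut at about 23% in these data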;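 also: signal is peak over basal fluorescence ratio across the kinetic read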
CHRM4 agonist: CHRM4 agonism in calcium assay; P08173; CHO-K1 hM4/Gqi5, Fluo-8 calcium fluorescence; vehicle 0%, full acetylcholine response 100%; activation, % at 3 µM; 360,000 tested, 0.14% active; AID 624127;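 active = activation above the run mean over all test wells plus 3 SD, cut at about 32% in these data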;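 also: peak over basal fluorescence ratio per well then scaled between controls; 0% = DMSO wells and 100% = acetylcholine at EC100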
Target sequence (P08173 whole entry, looked up): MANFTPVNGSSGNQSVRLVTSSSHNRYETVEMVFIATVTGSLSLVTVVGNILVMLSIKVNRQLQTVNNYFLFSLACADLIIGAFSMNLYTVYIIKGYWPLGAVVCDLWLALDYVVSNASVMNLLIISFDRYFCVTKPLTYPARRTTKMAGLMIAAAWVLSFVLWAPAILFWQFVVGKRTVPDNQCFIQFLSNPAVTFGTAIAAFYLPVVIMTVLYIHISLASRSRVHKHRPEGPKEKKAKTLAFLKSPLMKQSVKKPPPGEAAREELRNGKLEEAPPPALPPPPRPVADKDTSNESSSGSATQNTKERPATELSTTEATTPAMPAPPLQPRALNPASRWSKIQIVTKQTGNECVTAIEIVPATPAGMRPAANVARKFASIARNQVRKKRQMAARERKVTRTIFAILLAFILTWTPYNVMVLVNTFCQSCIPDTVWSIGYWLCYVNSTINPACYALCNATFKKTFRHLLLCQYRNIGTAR
CHRM1 antagonist: blocks human M1 muscarinic receptor; inhibition, % at 3 µM; 360,000 tested, 1.3% active; CHO-K1 hM1, Fluo-8 calcium fluorescence, ACh EC80 antagonist; P11229; AID 588852;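 active = percent inhibition above its own plate's cutoff, namely the mean of that plate's compound wells plus 3 SD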;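 also: peak over basal fluorescence ratio during 140 s after agonist addition; 0% = ACh EC80 plus DMSO and 100% = DMSO alone without agonist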
Target sequence (P11229 whole entry, looked up): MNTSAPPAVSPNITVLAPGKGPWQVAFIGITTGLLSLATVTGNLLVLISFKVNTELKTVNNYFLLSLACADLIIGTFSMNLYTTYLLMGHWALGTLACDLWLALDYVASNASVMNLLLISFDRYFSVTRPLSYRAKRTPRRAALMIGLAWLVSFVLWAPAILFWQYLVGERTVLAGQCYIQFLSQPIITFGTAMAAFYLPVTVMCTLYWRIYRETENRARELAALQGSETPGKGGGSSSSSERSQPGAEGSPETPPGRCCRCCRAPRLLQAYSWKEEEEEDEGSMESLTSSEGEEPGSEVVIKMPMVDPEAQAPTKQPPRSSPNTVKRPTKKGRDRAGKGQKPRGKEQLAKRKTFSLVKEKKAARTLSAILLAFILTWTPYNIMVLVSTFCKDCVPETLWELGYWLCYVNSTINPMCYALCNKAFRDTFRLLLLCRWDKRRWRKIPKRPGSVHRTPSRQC
M5 PAM: CHRM5 positive allosteric modulation | CHO-K1 hM5, Fluo-8 calcium, ACh EC20 PAM; 0% = ACh EC20, 100% = ACh EC100 | activation, % at 3 µM | 360,000 tested, 0.3% active | AID 624038;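 active = activation above the run cutoff, the mean activation of all test compounds plus 3 SD, cut at about 18% in these data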
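Test system: CHO-K1 hM5 cells / Doses: single-point, 3 µM nominal / Times: Post-acetylcholine fluorescence recording 140 s / Technique: Fluo-8 calcium fluorescence / Measure: Max/basal fluorescence ratio as % of EC20–EC100 ACh window / Benchmarks: low control EC20 acetylcholine (0%), high control EC100 acetylcholine (100%) / Replicates: one well per compound, no replicates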
M4 PAM: potentiates acetylcholine response at human M4 receptor; P08173; CHO-K1 hM4/Gqi5, Fluo-8 calcium fluorescence, ACh EC20; 0% = ACh EC20, 100% = maximal ACh; activation, % at 3 µM; 360,000 tested, 0.4% active;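 active = activation above its plate's cutoff, the mean activation of sample wells plus 3 SD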; also: some results filed as inactive read as strong as hits
CHRM4 antagonist: antagonists of human muscarinic M4 receptor (CHRM4). P08173. AID 624125. CHO-hM4 cells, ACh EC80, Fluo-8 calcium fluorescence. inhibition, % at 3 µM. 360,000 tested, 0.73% active;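 active = inhibition above its plate's cutoff, the mean inhibition of sample wells plus 3 SD, cut at about 27% in these data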;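 also: 0% = acetylcholine EC80 with DMSO and 100% = DMSO without agonist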
CRFR2-BP ag: agonists of human CRF-binding protein/CRF-R2 receptor complex | HEK293 CRF-R2/CRF-BP, calcium dye fluorescence (FLIPR); percent of saturating CRF peptide response | activation, % at 13.2 µM | 350,000 tested, 0.46% active;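 active = activation of at least 50%, plus an integration ratio under a set limit after plate pattern correction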;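 also: plate controls were neutral control wells without compound for no effect and CRF at EC100 for full effect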
CHRM1 PAM: potentiates human M1 receptor response to acetylcholine. P11229. CHO-K1 hM1, Fluo-8 calcium fluorescence, ACh EC20; 0% = ACh EC20, 100% = maximal ACh. activation, % at 3 µM. 360,000 tested, 0.088% active. AID 588819; in the data active = activation above about 19%, passing the limit was not always enough
CHRM5 antagonist: blocks acetylcholine activation of human M5 receptor; inhibition, % at 3 µM; CHO-hM5 cells, Fluo-8 calcium fluorescence, ACh EC80; AID 624040; 360,000 tested, 0.59% active;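 active = inhibition above a per-plate cutoff, the mean of that plate's test compounds plus 3 SD, cut at about 27% in these data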;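 also: 0% = acetylcholine EC80 with DMSO and 100% = DMSO without agonist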
Active calls of the source: *; / = no result given; & = joins results of further samples. Compounds were not picked by outcome; 2.8% or so of the library scored in one or more.

CHRM5 agonist | CHRM4 agonist | CHRM1 antagonist | M5 PAM | M4 PAM | CHRM4 antagonist | CRFR2-BP ag | CHRM1 PAM | CHRM5 antagonist | canonical_smiles
-0.8 | 1.4 | -1.6 | -5.9 | 10.4 | -3.5 | -1.2 | 2.9 | 0.0 | Cc1cc(C(=O)CSc2nnc(-c3cccnc3)n2-c2ccccc2)c(C)n1CC1CCCO1 (stereo not given)
-4.7 | -0.3 | -7.8 | 0.3 | 1.0 | -7.1 | 5.1 | 2.9 | -3.1 | CC1S/C(=N/N=C2CCCCC2)NC1=O (stereo not given)
0.7 | 1.9 | 17.1 | -10.5 | -7.7 | 10.3 | -4.5 | -9.4 | 6.6 | C/C(Cl)=C/Cc1c(C)[nH]c2c(ccc3ccccc32)c1=O
-2.7 | 3.0 | -14.1 | 6.8 | 1.1 | -9.7 | -3.1 | 15.3 | -10.8 | COc1cc(NC(=O)COc2cc(C)cc3oc(=O)c(C)c(C)c23)cc(OC)c1OC
2.5 | 0.9 | -3.3 | 3.7 | 0.9 | 7.7 | -1.8 | 2.7 | 4.7 | CCOC(=O)CNc1ccc(C(=O)OCC)cc1[N+](=O)[O-]
-2.8 | -0.1 | -13.8 | -6.8 | 4.1 | 8.9 | 0.1 | 10.2 | 15.2 | O=C(CCNC(=O)Cn1ccc2ccccc2c1=O)NCCC1=CCCCC1
3.3 | 0.3 | / | 9.1 | 5.3 | -13.3 | / | / | -3.0 | O=C(Nc1ccc(F)cc1)C(c1ccncc1)N1CCN(CC(=O)N2CCCC2)CC1 (stereo not given)
-0.5 | 0.0 | -9.2 | -1.8 | 1.1 | -0.9 | / | 6.4 | 4.9 | CCc1nc2c(OC)cccn2c1N(C)C(=O)c1ccccc1F
-0.1 | 1.2 | -8.8 | 9.8 | -1.1 | 7.7 | -1.0 | 6.3 | -8.8 | CCN1CC(CNC(=O)c2ccc3nc(Cc4cccc(Cl)c4)oc3c2)CC1=O (stereo not given)
1.3 | 0.3 | -10.2 | -1.1 | -4.3 | 0.5 | -0.1 | 3.4 | 3.9 | CC(=O)c1ccc(N2CCN(C(=O)c3ccc(NC4=NC5CS(=O)(=O)CC5S4)cc3)CC2)cc1 (stereo not given)
-2.7 | 1.4 | -9.2 | 13.7 | 5.3 | -29.1 | -2.5 | 1.8 | -10.1 | COc1cc(CN(C(C)=O)c2ccccc2C(=O)O)ccc1[N+](=O)[O-]
1.7 | 1.0 | 5.3 | 0.1 | 12.3 | -8.4 | 24.3 | -1.8 | -2.9 | Cc1cc(=O)[nH]c(-n2[nH]c3c(c2=O)CCCC3)n1
1.4 | 0.8 | -9.7 | 1.8 | 4.7 | 3.4 | -0.2 | 7.1 | -5.0 | Cc1ccc(CNC(=O)CCCn2c(=O)[nH]c3ccccc3c2=O)cc1
-4.5&0.1 | 1.8&1.2 | -5.5&-26.1 | -2.9&-11.0 | -1.5&1.9 | 3.0&-4.2 | -1.1&-0.1 | 8.8&4.4 | 7.9&1.6 | c1cnc2c(c1)ccc1cccnc12
1.2 | -0.1 | 9.2 | -3.8 | -3.2 | 4.8 | / | -0.5 | 3.4 | CCCCc1ccc(S(=O)(=O)NC(=O)C2(C)CCN2C(=O)C/C=C/c2ccccc2)cc1 (stereo not given)
-3.2 | 3.1 | 3.0 | -4.5 | -2.0 | 3.7 | -1.7 | 2.4 | 18.4 | O=C(N/N=C/c1coc2ccccc2c1=O)c1ccc(Cl)cc1
-1.1 | 2.9 | 0.9 | -4.7 | 16.5 | 6.8 | 14.3 | 1.6 | 3.0 | CCOC(=O)c1c(-c2ccc(C)o2)csc1NC(=S)NC(=O)c1ccc(F)cc1
-3.5 | 1.7 | -19.2 | -1.3 | -2.6 | 2.2 | -0.8 | 4.1 | 6.0 | O=[N+]([O-])c1cccc(N(CC(O)CN2CCCC2)S(=O)(=O)c2ccccc2)c1 (stereo not given)
-0.6 | 1.3 | 8.2 | -1.7 | 0.2 | 6.5 | -3.7 | -2.0 | 5.5 | CN1C(=O)CC(N2CCN(CC(=O)N3CCCC3)CC2)C1=O (stereo not given)
0.3 | 0.6 | -1.7 | -2.5 | -2.6 | 3.4 | -0.4 | 0.9 | 0.5 | CCn1cc(C(=O)NCC(=O)OC)c2cc(OC)c(OC)cc2c1=O
-8.0 | -3.3 | -17.1 | -4.1 | -6.5 | -1.1 | / | -7.8 | 3.0 | CC(C)C1CC2=C(C(=O)OC(C)(C)O2)C(c2ccc(Cl)cc2)O1 (stereo not given)
-7.3 | 1.0 | -6.4 | -0.5 | -5.9 | 9.2 | 1.9 | 5.2 | -1.0 | CC(=O)c1c(N2CCN(C)CC2)nc(=S)n(-c2cc(C)ccc2C)c1C
-3.7 | 0.1 | 9.3 | 4.9 | -6.4 | -0.8 | 0.1 | -1.6 | -3.1 | CC(CC(=O)Nc1ccccc1)n1ccnc1 (stereo not given)
-2.7 | 0.0 | -14.4 | -2.2 | 5.5 | -21.7 | -0.7 | 9.7 | -5.6 | Nc1ccc(S(=O)(=O)NC2(C(F)(F)F)NC(=O)N(c3ccccc3F)C2=O)cc1 (stereo not given)
0.1 | 2.3 | -8.6 | -1.5 | -0.2 | -14.9 | -0.6 | 15.4 | 11.4 | NC(=O)c1cc2cc(Cc3ccccc3Cl)ccc2oc1=O
2.4 | 3.1 | -11.7 | 1.9 | 3.8 | -1.0 | -1.3 | 9.9 | -4.7 | CC(C)CN1C(=O)CC(Sc2ccccc2C(=O)O)C1=O (stereo not given)
-1.7 | 0.9 | -10.3 | 0.6 | 1.3 | 3.4 | -0.8 | 7.7 | 0.8 | CCOC(=O)N1CCN(S(=O)(=O)c2ccc(C(=O)Nc3nc4c(s3)CC(C)CC4)cc2)CC1 (stereo not given)
1.4 | 11.1 | -10.7 | -6.5 | 1.3 | -14.4 | 0.6 | 2.7 | 9.1 | O=C(NCCc1csc(-c2cccnc2)n1)c1ccc(Br)o1
-5.0 | 3.3 | -15.1 | 7.9 | 5.3 | -13.2 | 2.1 | 4.8 | 4.5 | COc1cc(C)c(NC(=O)c2cccc(S(=O)(=O)N3CCCC3)c2)cc1OC
4.0 | 0.7 | -0.8 | 7.4 | -1.5 | -7.2 | 0.6 | 3.1 | -1.2 | COCCCNC(=S)N(CCCO)Cc1cc2cc3c(cc2[nH]c1=O)OCCO3
-0.2 | 0.1 | 10.9 | 6.8 | 0.2 | 7.6 | 0.0 | -5.6 | 5.1 | COc1ccc(Nc2nnc(SCC(=O)NC3CC3)s2)cc1
1.5 | 1.3 | -5.8 | -0.8 | 9.5 | -4.5 | -1.6 | 3.2 | 5.4 | CC1C(=O)N2CCCc3cc(NC(=O)c4ccccc4Br)cc1c32 (stereo not given)
-1.9 | -2.6 | -2.7 | -1.4 | 1.6 | 7.8 | 1.4 | -1.1 | 0.8 | CC1(C)CC2CC(C)(CN2S(=O)(=O)c2ccc(F)cc2F)C1 (stereo not given)
-2.2 | 4.9 | -0.6 | 4.5 | -1.9 | 16.3 | -0.3 | -1.2 | 9.5 | C=CCNc1nc(C(=O)OCC(=O)NCc2cccc(Cl)c2)cs1
-6.4 | 1.1 | 23.0 | 0.1 | -25.7 | 5.5 | -2.3 | -21.6 | 2.2 | CC1CCN(CCCCOc2ccc([N+](=O)[O-])cc2)CC1
-3.1 | 0.3 | -7.1 | 0.6 | -1.6 | -4.5 | 2.9 | 3.2 | -5.8 | CCN(C(=O)c1ccccc1F)c1nc(-c2ccc(OC)cc2)cs1
-9.7 | -2.3 | -14.5 | 4.1 | 0.5 | -0.6 | 1.1 | 4.3 | -9.8 | CCCC(=O)O[C@@H]1C[C@@H](C)N(C(=O)c2ccccc2)c2ccc(C)cc21
0.2 | -0.2 | 3.6 | -2.2 | -1.4 | 2.3 | -1.2 | 6.5 | 1.3 | Cc1oc2ccc(OCC(N)=O)cc2c1C(=O)OC(C)C
1.3 | 4.2 | -4.3 | -5.1 | -2.7 | -8.2 | / | -2.4 | 2.0 | COc1ccc(C(=O)N2CCCC(c3cc(C(=O)Nc4ccccc4)no3)C2)cc1 (stereo not given)
2.7 | 16.0 | -2.4 | -8.1 | -4.6 | -1.0 | / | 1.2 | -1.0 | OC[C@@H]1CN(Cc2ccc(Cl)cc2)C[C@H](n2cnc3c(N4CCN(c5ccccc5)CC4)ncnc32)O1

Limited to CHRM1 PAM, for 4 of the compounds above:
SMILES	CHRM1 PAM
CCCC(=O)O[C@@H]1C[C@@H](C)N(C(=O)c2ccccc2)c2ccc(C)cc21	4.3
Cc1oc2ccc(OCC(N)=O)cc2c1C(=O)OC(C)C	6.5
COc1ccc(C(=O)N2CCCC(c3cc(C(=O)Nc4ccccc4)no3)C2)cc1 (stereo not given)	-2.4
OC[C@@H]1CN(Cc2ccc(Cl)cc2)C[C@H](n2cnc3c(N4CCN(c5ccccc5)CC4)ncnc32)O1	1.2

(listing goes on)
CHRM5 agonist | CHRM4 agonist | CHRM1 antagonist | M5 PAM | M4 PAM | CHRM4 antagonist | CRFR2-BP ag | CHRM1 PAM | CHRM5 antagonist | canonical_smiles
1.0 | 0.1 | -6.5 | 7.4 | 11.3 | -8.4 | -1.4 | 9.5 | 7.4 | CC(C)CNC(CC(=O)O)c1ccccc1 (stereo not given)
4.7 | 6.7 | -17.4 | 4.1 | -5.2 | -6.4 | -2.7 | 8.2 | 2.8 | O=c1c2ccccc2nc(/C=C/c2ccc3c(c2)OCO3)n1CCCO
-4.3 | 7.9 | -4.4 | -20.3 | -0.2 | -3.0 | -0.5 | 3.9 | 2.6 | Cc1[nH]c2ccccc2c1C(=O)COC(=O)C1CC(=O)N(Cc2ccco2)C1 (stereo not given)
-9.7 | 0.3 | 61.3* | -3.0 | -19.3 | 25.0 | 0.0 | -20.8 | 15.6 | FC(F)Sc1ccc(-n2c(-c3ccc(Cl)cc3)c[n+]3c2CCC3)cc1
2.4 | 0.1 | -3.0 | 11.0 | 4.4 | 9.1 | -1.2 | 5.4 | -7.2 | CCN(CC(=O)Nc1c(F)cccc1F)C(=O)CNC(=O)c1sc2ccccc2c1Cl
-0.9 | 1.3 | -7.6 | 0.8 | 4.9 | 0.9 | / | 5.1 | -1.8 | CC(=O)Nc1ccc(-c2ccnc3c2CC(C(=O)Nc2cccnc2)O3)cc1 (stereo not given)
-1.1 | 0.8 | 3.1 | 3.3 | 4.4 | 0.9 | 1.7 | 2.1 | 3.0 | CCc1ccc(NC(=O)N[C@H](C(=O)O)C(C)CC)cc1 (stereo not given in full)
1.7 | 3.5 | -9.4 | -5.3 | -1.4 | -6.5 | 0.5 | 7.1 | 13.9 | COc1ccc(N2CCN(C(=O)Cc3coc4cc(C)ccc34)CC2)cc1
-1.5 | 2.7 | -13.3 | 0.6 | 1.6 | -2.5 | -0.3 | 13.2 | 2.8 | COc1ccc(CNC(=O)CN2C(=O)NC3(CCCCCC3)C2=O)cc1OC
-2.3 | 9.1 | 19.1 | -15.6 | -25.4 | 25.0 | 0.5 | -17.0 | 12.9 | C=CCn1c(SCC(=O)c2cc(C)n(C(C)COC)c2C)nc2sc(C)c(C)c2c1=O (stereo not given)

High-throughput results: PubChem BioAssay, several laboratories
